TNAP Pi inh: human TNAP enzyme inhibitors, primary screen, biochemical, colorimetric, phosphate release readout. Alkaline phosphatase, tissue-nonspecific isozyme (Homo sapiens), P05186. purified TNAP, pNPP, malachite green phosphate absorbance. inhibition, % at 20 µM. 21,000 tested, under 10 active
Target sequence (P05186 whole entry, looked up): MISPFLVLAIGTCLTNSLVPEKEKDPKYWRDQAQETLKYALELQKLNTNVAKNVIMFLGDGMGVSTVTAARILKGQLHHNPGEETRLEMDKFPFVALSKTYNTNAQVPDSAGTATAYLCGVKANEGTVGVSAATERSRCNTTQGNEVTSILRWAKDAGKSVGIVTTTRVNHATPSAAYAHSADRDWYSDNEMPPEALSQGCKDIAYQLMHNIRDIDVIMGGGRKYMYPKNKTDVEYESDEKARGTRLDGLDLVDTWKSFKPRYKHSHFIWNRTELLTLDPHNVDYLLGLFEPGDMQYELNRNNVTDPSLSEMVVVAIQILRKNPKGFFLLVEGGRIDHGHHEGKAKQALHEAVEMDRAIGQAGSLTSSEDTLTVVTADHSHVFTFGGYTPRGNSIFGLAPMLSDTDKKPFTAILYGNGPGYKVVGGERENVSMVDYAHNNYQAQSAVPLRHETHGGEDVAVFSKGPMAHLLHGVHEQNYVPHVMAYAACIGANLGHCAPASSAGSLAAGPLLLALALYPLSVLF
TNAP inh pNP: human TNAP enzyme inhibitors, primary screen, biochemical, colorimetric, p-nitrophenol readout. purified TNAP, pNPP hydrolysis, absorbance 405 nm. AID 615, 2007. 21,000 tested, under 10 active. Alkaline phosphatase, tissue-nonspecific isozyme (Homo sapiens), P05186. inhibition, % at 20 µM;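 further: 0% = DMSO only wells and 100% = 1 mM levamisole wells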
* = called active by the depositor.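 How the source made its calls: active means inhibition above 50% at the 20 µM single-dose screen; inactive means the rest.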 Only part of the results is shown. The share of hits here may be higher or lower than overall.

SMILES | TNAP Pi inh | TNAP inh pNP
COCCN(CC(=O)NCC1CCCO1)C(=O)CCC(=O)Nc1cc(C)on1 (stereo unspecified) | 5 | -10
Clc1ccc2[nH]c3c(NCC4CCCO4)ncnc3c2c1 (stereo unspecified) | -2 | 3
O=C(N1CCCC1)N1CCN(c2ncnc3c(-c4ccc(Cl)cc4)nsc23)CC1 | 0 | -8
O=C1CC(c2ccco2)CC2=C1C=Nc1ccccc1N2 (stereo unspecified) | 10 | 0
O=C(CCS(=O)(=O)c1ccc(Cl)cc1)OCC(=O)N1CCCCC1 | 0 | 0
O=c1ccc(Oc2nc(N3CCCCC3)nc(N3CCCCC3)n2)n[nH]1 | 10 | 6
COc1ccc(-c2nc3n(n2)C(=O)CC(c2ccco2)S3)cc1 (stereo unspecified) | 11 | 4
O=C1C2C3C=CC(C3)C2C(=O)N1c1n[nH]c(-c2cccnc2)n1 (stereo unspecified) | 7 | 3
COc1ccc(/C(O)=C2\C(=O)C(=O)N(c3cc(C)on3)C2c2ccccc2OC)cc1 (stereo unspecified) | -12 | -17
Cc1ccc(N2C(=O)C3C(C2=O)C(C(=O)c2ccc(Cl)cc2)N2CCCC32)cc1 (stereo unspecified) | 6 | 3
CCC(C)(C)NC(=O)C(c1cccc(OC)c1)N(C(=O)c1ccn[nH]1)c1cccc(OC)c1 (stereo unspecified) | 7 | 7
Cc1ccc(-c2noc(CN(C(=O)CCN3C(=O)c4ccccc4C3=O)C(C)C)n2)cc1 | 17 | 2

Ordered by heavy-atom count (ascending): three of the compounds above.
SMILES | TNAP Pi inh | TNAP inh pNP
COc1ccc(-c2nc3n(n2)C(=O)CC(c2ccco2)S3)cc1 (stereo unspecified) | 11 | 4
O=C(CCS(=O)(=O)c1ccc(Cl)cc1)OCC(=O)N1CCCCC1 | 0 | 0
CCC(C)(C)NC(=O)C(c1cccc(OC)c1)N(C(=O)c1ccn[nH]1)c1cccc(OC)c1 (stereo unspecified) | 7 | 7

Going on with the list.
SMILES | TNAP Pi inh | TNAP inh pNP
COc1ccc(OC)c(C(=O)CSc2nnc(-c3cccnc3)n2C)c1 | 3 | 3
CC(C)(CNS(=O)(=O)c1ccc(Cl)cc1)N1CCCCC1 | 10 | 5
CC(C)c1[nH]c(=O)c(C#N)c2c1CSC(C)(C)C2 | -7 | 4
O=C(OCc1nc2ccc(Cl)cc2n1CCO)c1ccc2c(c1)OCO2 | 7 | 0
Cc1cc(NC(=O)Cn2nc(-c3ccccc3F)ccc2=O)ccc1-n1cnnn1 | 14 | 0
O=C(NCCc1ccc(F)cc1)N1CCOCC1 | -9 | 12
CCOP(=O)(c1c(F)c(F)c(F)c(F)c1F)C(O)c1ccccc1 (stereo unspecified) | 7 | 5
CCOCCCNS(=O)(=O)c1ccc(NC(=O)c2ccccc2)cc1 | 5 | 0
COc1ccc(N2CCN(C(=O)c3ccc4c(c3)OCO4)CC2)cc1 | 12 | 4
CC1CCCCN1C(=O)CSc1nnc(-c2c[nH]c3ccccc23)o1 (stereo unspecified) | 7 | 4
CC(=O)c1c(C(C)=O)c(C)n(NC(=O)c2ccncc2)c1C | 3 | 1
CN1CCN(c2nc(-c3cccnc3)nc3ccccc23)CC1 | 10 | 2
COc1ccc2cc(CN(Cc3ccco3)Cc3nnnn3C3CCCCC3)c(=O)[nH]c2c1 | 11 | 0
CS(C)(=O)=NS(=O)(=O)c1ccc(Cl)cc1 | 3 | -1
Cn1c(-c2c(N)n(C3CCCC3)c3nc4ccccc4nc23)nc2ccccc21 | -4 | -16
CCOc1ccc(-c2csc(NC(=O)C3CCCO3)n2)cc1 (stereo unspecified) | 0 | 0
Cc1nn2c(NCCCN3CCOCC3)c3c(nc2c1-c1ccccc1)CCC3 | 12 | 6
c1ccc(OCc2nc3ccccc3s2)cc1 | 5 | 2
O=C(NCc1ccc2c(c1)OCO2)c1cc(-c2ccccc2)on1 | 7 | -6
CCn1c(SCC(=O)Nc2cc(C)on2)nc2c1c(=O)n(C)c(=O)n2C | 6 | 7
Cc1cc2cc(CN(CCN3CCOCC3)C(=O)Nc3ccccc3F)c(=O)[nH]c2cc1C | 13 | -3
CCc1nnc(NC(=O)C(NS(=O)(=O)c2ccc3c(c2)OCCO3)C(C)C)s1 (stereo unspecified) | 10 | 2
CCOC(=O)N1CCN(Cc2oc(CO)cc(=O)c2O)CC1 | 12 | 4
CCCn1c(=O)c2ccccc2n2c(SCC(=O)NCc3cccs3)nnc12 | 8 | 2
O=C(c1cccc(F)c1)n1nnc2ccccc21 | 4 | 5
O=C1CCCN1c1ccc(S(=O)(=O)N2CCC(c3ccccc3)CC2)cc1 | -4 | 11
O=C1c2sc3nc4ccccc4n3c2C(=O)N1c1ccccc1Cl | 3 | -2
CC1CNCCN1S(=O)(=O)c1cccc2cnccc12 (stereo unspecified) | 12 | 5
O=C(O)c1cc2cccc(S(=O)(=O)N3CCOCC3)c2cc1O | 7 | 3
CCOC(=O)c1ccc(Oc2nc(NC)nc(SC)n2)cc1 | 12 | 1
Cc1c(O)c(CN2CCCC(C)C2)cc2c3c(c(=O)oc12)CCC3 (stereo unspecified) | 4 | 1
CC(=O)Nn1cnc2c(c1=O)C1(CCCC1)Cc1ccccc1-2 | -20 | 6
Cc1cc(C)c(C#N)c(SCC(=O)CC(=O)OC(C)C)n1 | 25 | 16
CCCSc1nc(O)c(C2OC(=O)c3c2ccc(OC)c3OC)c(=O)n1C (stereo unspecified) | 0 | 0
Clc1ccc(-c2nnc3sc(Cc4cccs4)nn23)c(Cl)c1 | 0 | 0
CC(=O)c1cc(-c2ccccc2)[nH]c1N1CCCC1 | 15 | 1

Three compounds out of the list above, sorted by the number in TNAP inh pNP, ascending.
SMILES | TNAP Pi inh | TNAP inh pNP
CCOC(=O)c1ccc(Oc2nc(NC)nc(SC)n2)cc1 | 12 | 1
c1ccc(OCc2nc3ccccc3s2)cc1 | 5 | 2
CC(=O)Nn1cnc2c(c1=O)C1(CCCC1)Cc1ccccc1-2 | -20 | 6

Of the compounds above, these contain a furan ring, fused or not.
SMILES | TNAP Pi inh | TNAP inh pNP
O=C1CC(c2ccco2)CC2=C1C=Nc1ccccc1N2 (stereo unspecified) | 10 | 0
COc1ccc(-c2nc3n(n2)C(=O)CC(c2ccco2)S3)cc1 (stereo unspecified) | 11 | 4
COc1ccc2cc(CN(Cc3ccco3)Cc3nnnn3C3CCCCC3)c(=O)[nH]c2c1 | 11 | 0

6 compounds drawn at random from the list so far, as already listed:
SMILES | TNAP Pi inh | TNAP inh pNP
CCOC(=O)c1ccc(Oc2nc(NC)nc(SC)n2)cc1 | 12 | 1
Cc1c(O)c(CN2CCCC(C)C2)cc2c3c(c(=O)oc12)CCC3 (stereo unspecified) | 4 | 1
O=C1CCCN1c1ccc(S(=O)(=O)N2CCC(c3ccccc3)CC2)cc1 | -4 | 11
O=C(c1cccc(F)c1)n1nnc2ccccc21 | 4 | 5
CC1CNCCN1S(=O)(=O)c1cccc2cnccc12 (stereo unspecified) | 12 | 5
CC(=O)c1cc(-c2ccccc2)[nH]c1N1CCCC1 | 15 | 1

Next part
SMILES | TNAP Pi inh | TNAP inh pNP
Cc1nn(CCC#N)c2nc(C(F)(F)F)[nH]c(=O)c12 | 2 | -1
O=C(O)CC(NC(=O)C(c1ccccc1)c1ccccc1)c1ccco1 (stereo unspecified) | 0 | -2
CCCCCn1c(=O)c(-c2nc3ccccc3c(=O)[nH]2)c(O)c2ccccc21 | 7 | 3
N#Cc1nc(COc2ccc(Br)cc2)oc1N1CCN(Cc2ccccc2)CC1 | 0 | 0
Cc1ccc2oc(-c3cccc(NC(=O)C4CCCO4)c3)nc2c1 (stereo unspecified) | -11 | 5
COC(=O)CN(c1ccc(OC)c(OC)c1)S(C)(=O)=O | 5 | -1
CN1CCCN(Cc2ccccc2C(F)(F)F)CC1 | -5 | 4
O=C(NCC1COc2ccccc2O1)Nc1ccccc1F (stereo unspecified) | -20 | 0
CCOC(=O)c1ccc(NC(=O)COc2ccccc2OC)cc1 | 8 | 2
CC(=O)N=c1sc(S(N)(=O)=O)nn1C | 0 | 0
c1ccc(CCN2CN(CCCN3CCOCC3)c3nc4ccccc4n3C2)cc1 | -5 | -14
COc1cc(C(=O)N2CCN(C(=O)c3ccco3)CC2)cc(OC)c1OC | 9 | 6
CCCCOc1ccccc1NC(=O)C=C(C)C | 11 | 1
O=C(CCC(=O)c1ccc[nH]1)c1ccc(Cl)cc1 | 4 | 6
CCOC(=O)C(C)Sc1nnc(-c2ccccc2O)n1Cc1ccccc1 (stereo unspecified) | 14 | 3
CCc1c(C)c2cc(Cl)c(O)c(CN3CCCCC3)c2oc1=O | 5 | 0
O=c1cc(CN2CCN(CCO)CC2)c2cc3c(cc2o1)CCC3 | -2 | -7
COC(=O)NC(Nc1sc2c(c1C(N)=O)CCCC2)(C(=O)OC)C(F)(F)F (stereo unspecified) | 7 | 4
COCCOC(=O)c1c(C)oc2ccc(O)c(CN3CCC(C)CC3)c12 | 8 | 2
O=C(CS(=O)(=O)c1ccccc1)c1ccc2c(c1)OCCO2 | 8 | 5
Cc1ccc(-n2[nH]c(C)c(C=Nc3cc(C)ccn3)c2=O)cc1 | -12 | 5
CCn1c(SCC(=O)NCc2ccco2)nc2c1c(=O)n(C)c(=O)n2C | -15 | 4
Nc1nonc1OCCc1ccccc1 | 8 | 3
NC(=O)c1ccccc1NS(=O)(=O)Cc1ccc(Cl)cc1 | 8 | 6
O=c1oc2c3c4c(cc2c(C(F)(F)F)c1CCN1CCOCC1)CCCN4CCC3 | 6 | 4
CCSc1nnc(NC(NC(=O)c2ccco2)(C(F)(F)F)C(F)(F)F)s1 | -3 | -2
CC1(C)CC(=O)c2cc(C(=O)NCc3ccco3)c(=O)n(-c3ccccc3)c2C1 | -12 | 2
COc1ccc(-c2nnc(SCc3cccc(C#N)c3)o2)cc1 | 6 | 2
CCC(C)C(NC(=O)c1ccccc1NC(=O)c1ccco1)C(=O)NC1CCCCC1 (stereo unspecified) | 8 | 5
O=C(O)CCCCCNC(=O)CCn1nnc2ccccc2c1=O | 0 | -8
CCCn1c(SCC(=O)Nc2nnc(C(C)C)s2)nc2c1c(=O)n(C)c(=O)n2C | 9 | 6
CCN(CC)CCCN1C(=O)C(O)=C(C(=O)c2ccc(C)o2)C1c1ccco1 (stereo unspecified) | 10 | 1
Cc1cccc(C(=O)Nc2ccc(O)cc2)c1 | 3 | 3
COc1ccc(Nc2nc(N3CCCC3)nc3ccccc23)c(OC)c1 | -4 | 7
CCSc1nnc(NC(=O)C2CCCCC2)s1 | 6 | 3
O=C(NCc1cccs1)c1cc(-c2ccccc2)on1 | 13 | 4
COC(=O)c1ccccc1NC1OC(=O)c2ccccc21 (stereo unspecified) | -2 | -8
CCOC(=O)c1c(COc2ccccc2)oc2ccc(O)cc12 | 3 | 6
CC(C)(C)NC(=O)CSc1nncn1-c1ccccc1 | 11 | 1
CCCCNc1nc2ccccc2nc1NS(=O)(=O)c1cccs1 | 1 | -13
CCCCOC(=O)Cn1c(=O)c2c(nc3n2CCCCN3c2ccc(C)cc2)n(C)c1=O | 5 | 1
CC(=O)Nc1ccc(C(=O)OC2CCOC2=O)cc1 (stereo unspecified) | 7 | 2
CCc1c(C)sc(NC(=O)OC)c1C(=O)N1CCCCC1 | 2 | -8
CCOC(=O)c1c(CN2CCCCC2C)oc2ccc(OC)cc12 (stereo unspecified) | 10 | 6
CCOC(=O)c1ccccc1NC(=O)c1ccc(N(C)S(C)(=O)=O)cc1 | 8 | 5
O=S(=O)(Nc1ccc2c(c1)nc1n2CCOC1)c1ccc(Cl)cc1 | 8 | 4
Brc1ccccc1-c1nnc(CSc2nncn2-c2ccccc2)o1 | 3 | -4
C#CCN(C#N)c1nc(NCC)nc(NC(C)C)n1 | 18 | 10
O=C(O)CCN1CCc2ccccc21 | 15 | 5
O=C(CSc1nnnn1-c1ccc2c(c1)OCCO2)c1cccc2c1OCCO2 | 6 | -4
OCC1OC(n2nc3ccccc3n2)C(O)C(O)C1O (stereo unspecified) | 12 | 5
Brc1ccccc1OCCCN1CCOCC1 | 5 | 2
CCC(=O)NC1(C(F)(F)F)C(=O)Nc2c1c(=O)n(C)c(=O)n2C (stereo unspecified) | -19 | -2
N#Cc1nc(COc2ccccc2)oc1N1CCCC1 | 10 | 3
O=C(Nc1cnccn1)c1cccnc1 | 7 | 1
C/C(N)=C(/C#N)C(=O)CN1CCCCC1 | 0 | 0
O=C(CCCOc1ccccc1)N1CCN(C(=O)c2ccco2)CC1 | 6 | 3
COc1ccc(S(=O)(=O)N2CCC(O)(c3ccc(Cl)cc3)CC2)cc1 | 11 | 0
